Screening results (PubChem)
UBC13 polyUb – UBC13 polyubiquitin chain formation inhibitors, primary screen, biochemical, TR-FRET, uHTS; Ubiquitin-conjugating enzyme E2 N (Homo sapiens), P61088; inhibition, % at 20 µM; 330,000 compounds, 0.47% hits; in the data active = inhibition above about 45%, passing the limit was not always enough; inconclusive = no clear call, values can overlap the other calls
Target sequence (P61088 whole entry, looked up): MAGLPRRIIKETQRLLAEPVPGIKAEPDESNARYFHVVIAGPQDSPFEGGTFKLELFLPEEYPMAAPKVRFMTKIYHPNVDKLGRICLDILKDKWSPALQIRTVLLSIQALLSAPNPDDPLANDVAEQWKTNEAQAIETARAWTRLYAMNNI
SENP8 block-1 – human SENP8 protease inhibitors, primary screen, biochemical, fluorescence, Nedd8 protein substrate, uHTS. Sentrin-specific protease 8 (Homo sapiens), Q96LD8. recombinant SENP8. inhibition, % at 20 µM. 360,000 compounds, 0.64% hits. AID 602440, 2012; in the data active = inhibition mostly above about 40%, no sharp cut-off; inactive = mostly below about 27%
Target sequence (Q96LD8 whole entry, looked up): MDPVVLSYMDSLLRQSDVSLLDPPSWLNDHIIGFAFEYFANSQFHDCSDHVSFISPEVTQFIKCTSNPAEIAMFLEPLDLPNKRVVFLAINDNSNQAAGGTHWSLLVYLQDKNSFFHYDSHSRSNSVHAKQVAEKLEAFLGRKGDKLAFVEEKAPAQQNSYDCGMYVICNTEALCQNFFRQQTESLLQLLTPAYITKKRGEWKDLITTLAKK
SENP1 FRET inh – human SENP1 catalytic domain inhibitors, primary screen, biochemical, FRET, uHTS | Sentrin-specific protease 1 (Homo sapiens), Q9P0U3 | AID 624204, 2012 | 360,000 compounds, 0.21% hits | inhibition, % at 10 µM | recombinant SENP1 catalytic domain, CyPet-SUMO1-YPet FRET cleavage;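 active = inhibition at least 30% at 10 µM, raw YFP signal under a set limit, fluorescence ratio 0.5 to 1.5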;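 also: 0% = enzyme with DMSO and 100% = no enzyme wells; some results filed as inactive read as strong as hits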
Target sequence (Q9P0U3 419-644 limits assumed): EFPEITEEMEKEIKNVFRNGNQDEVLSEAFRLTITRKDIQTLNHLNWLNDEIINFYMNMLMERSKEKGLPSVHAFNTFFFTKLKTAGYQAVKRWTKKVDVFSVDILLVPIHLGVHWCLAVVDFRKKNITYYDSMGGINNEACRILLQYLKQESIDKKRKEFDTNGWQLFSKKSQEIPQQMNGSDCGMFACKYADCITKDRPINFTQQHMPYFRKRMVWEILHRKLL
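Test system: hSENP1 catalytic domain, recombinant; Amount: 20 pM final SENP1 enzyme; Medium: Tris pH 8 buffer plus EDTA, NaCl, BME, BSA, NP40, catalase; Schedule: 50 min enzyme reaction, room temperature, light-protected; Technique: FRET fluorescence in CFP and YFP emission channels; Controls: no-enzyme wells low, DMSO-plus-enzyme wells high control.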
Apaf1 inhib – inhibitors of human Apaf-1 apoptosome, primary screen, biochemical, DEVD-Rh110 fluorescence, uHTS; inhibition, % at 20 µM; reconstituted apoptosome caspase-3 activity; Apoptotic protease-activating factor 1 (Homo sapiens), O14727; 330,000 compounds, 0.71% hits; active = inhibition of at least 40% at 20 µM;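 also: plate controls were DMSO wells for no effect and DEVD-CHO caspase inhibitor wells for full effect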
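Material: biochemical Apaf-1 apoptosome reconstitution. Medium: Hepes buffer, pH 7.5. Also added: cytochrome c activation, bis-DEVD rhodamine 110 substrate. Timing: 30 min compound preincubation, 50 min activation, room temperature. Measured by: rhodamine 110 fluorescence at Ex 480/Em 540 nm.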
SENP8 block-2 – SENP8 protease inhibitors, primary screen, biochemical, luminescence. Sentrin-specific protease 8 (Homo sapiens), Q96LD8. purified SENP8, Z-RLRGG-aminoluciferin cleavage. inhibition, % at 10 µM. 330,000 compounds, 1.2% hits. AID 2540, 2010; in the data active = inhibition above about 50%
SENP7 block – SENP7 protease inhibitors, primary screen, biochemical, luminescence, uHTS | Sentrin-specific protease 7 (Homo sapiens), Q9BQF6 | 330,000 compounds, 1.5% hits | recombinant SENP7, Z-RLRGG-aminoluciferin luminescence, 40 min | inhibition, % at 5 µM;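 active = inhibition above about 50% at the single test dose, limit read from the data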;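 also: plate controls were DMSO with enzyme for no effect and no enzyme buffer wells for full effect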
SENP6 inh – SENP6 protease inhibitors, primary screen, biochemical, luminescence, uHTS; 330,000 compounds, 1.8% hits; inhibition, % at 10 µM; Recombinant SENP6 catalytic domain, aminoluciferin luminescence;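 active = inhibition above about 50% at the single tested dose, limit read from the data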;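 also: plate controls were DMSO wells with enzyme for no effect and DMSO wells lacking enzyme for full effect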
Target sequence (Q9GZR1 628-1112 limits assumed): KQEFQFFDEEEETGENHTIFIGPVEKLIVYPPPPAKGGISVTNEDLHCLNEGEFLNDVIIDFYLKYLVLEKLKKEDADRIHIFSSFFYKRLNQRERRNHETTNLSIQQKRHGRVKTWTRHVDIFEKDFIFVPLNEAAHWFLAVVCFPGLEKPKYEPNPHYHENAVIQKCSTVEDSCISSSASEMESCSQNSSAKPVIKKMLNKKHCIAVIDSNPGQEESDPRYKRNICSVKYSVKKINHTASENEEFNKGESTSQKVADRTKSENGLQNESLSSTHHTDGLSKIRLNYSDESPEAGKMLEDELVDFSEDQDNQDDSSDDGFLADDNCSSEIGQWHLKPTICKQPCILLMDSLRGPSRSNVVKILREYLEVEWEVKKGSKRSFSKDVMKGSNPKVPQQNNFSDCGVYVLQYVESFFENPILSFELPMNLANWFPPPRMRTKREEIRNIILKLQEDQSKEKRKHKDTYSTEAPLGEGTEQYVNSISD
A3G deaminase – APOBEC3G DNA deaminase inhibitors, primary screen, biochemical, fluorescence, single-stranded DNA substrate, uHTS. 330,000 compounds, 0.28% hits. inhibition, % at 20 µM. AID 493012, 2011. recombinant A3G, ssDNA deamination FAM/TAMRA fluorescence;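 active = inhibition of at least 40% at 20 µM, with no more than 30% in the related APOBEC3A deaminase screen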;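 also: plate controls were DMSO wells with A3G for no effect and wells lacking A3G enzyme for full effect; some compounds called inactive have numbers as strong as hits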
Starred values were filed as active, the others as inactive; ? = inconclusive; / = not tested or not shown.

Preview:
SMILES	UBC13 polyUb	SENP8 block-1	SENP1 FRET inh	Apaf1 inhib	SENP8 block-2	SENP7 block	SENP6 inh	A3G deaminase
O=C(Cc1ccc([N+](=O)[O-])cc1)Nc1ccc(Cl)cc1	2	15	4	6	3	0	-11	-11
COc1ccc(COc2cc(-c3cccc(OC)c3)nc3ccc(NC(=O)c4ccccc4)cc23)cc1	-18	-138	0	9	-2	2	12	-6

The whole of this part, from the start:
SMILES	UBC13 polyUb	SENP8 block-1	SENP1 FRET inh	Apaf1 inhib	SENP8 block-2	SENP7 block	SENP6 inh	A3G deaminase
O=C(Cc1ccc([N+](=O)[O-])cc1)Nc1ccc(Cl)cc1	2	15	4	6	3	0	-11	-11
COc1ccc(COc2cc(-c3cccc(OC)c3)nc3ccc(NC(=O)c4ccccc4)cc23)cc1	-18	-138	0	9	-2	2	12	-6
CCCc1nc(SC)[nH]c(=O)c1C	0	-3	2	-12	-3	-3	-18	-2
CC(C)N(C(=O)[C@H]1C[C@H](CC(=O)NCCc2ccccn2)C(=O)N2CCc3c([nH]c4cc(CCC(=O)N(C)C)ccc34)[C@]12C)C(C)C	/	1	-2	8	/	1	/	-1
CCN(CC)CCCN1C(=O)c2oc3ccccc3c(=O)c2C1c1cccnc1 (configuration not stated)	0	-31	6	-8	2	7	5	1
Cc1ccc(C)c(N/N=C2\CCCNC2=O)c1	1	15	-5	9	0	11	12	11
OC1CCN(c2cc(-c3ccccc3)nc3cc(-c4ccc(F)cc4)nn23)CC1	26	-426	-14	-1	9	5	-9	-5
COC(=O)c1cn(C(=O)c2ccco2)c2ccccc12	-2	2	3	-2	1	-1	15	-1
CCOC(=O)CNc1nc(Cl)nc(NC(C)(C)C)n1	7	3	3	0	5	4	8	3
CCCC(=O)Nc1cc(-c2nnc(OC)c3ccccc23)ccc1N1CCCCC1	1	/	/	33	-9	-3	-9	-7
CN(C(=O)COC(=O)c1cnc(Cl)c(Cl)c1)C1CCCCC1	-7	4	1	12	-9	6	-16	-6
O=C(CCn1c(=O)[nH]c2ccccc2c1=O)N1CCN(c2cccc(C(F)(F)F)c2)CC1	-6	5	-2	13	-8	-6	-19	-4
CCOC(=O)c1ccc(Nc2ncnc3nc[nH]c23)cc1	4	-295	1	12	-2	7	-18	0
Cc1ccc(NC(=O)COC(=O)c2cccc(N3C(=O)c4ccccc4C3=O)c2)cc1	0	11	3	-13	-2	-2	-18	-1
COc1ccc(-n2cc([N+](=O)[O-])c(=O)c3ccc(Cl)cc32)cc1	3	17	2	2	-2	-2	0	-3

Results in SENP6 inh, SENP8 block-2 and A3G deaminase, for some of the entries so far:
| molecule | SENP6 inh | SENP8 block-2 | A3G deaminase |
| --- | --- | --- | --- |
| CCOC(=O)CNc1nc(Cl)nc(NC(C)(C)C)n1 | 8 | 5 | 3 |
| CCCC(=O)Nc1cc(-c2nnc(OC)c3ccccc23)ccc1N1CCCCC1 | -9 | -9 | -7 |
| CN(C(=O)COC(=O)c1cnc(Cl)c(Cl)c1)C1CCCCC1 | -16 | -9 | -6 |

Following part:
SMILES	UBC13 polyUb	SENP8 block-1	SENP1 FRET inh	Apaf1 inhib	SENP8 block-2	SENP7 block	SENP6 inh	A3G deaminase
CCCCn1c(C)csc1=Nc1cccnc1	7	22	0	2	-1	2	-11	-5
CNC(=O)Nc1cccc(NC(=O)NC)n1	1	20	1	11	2	3	0	-3
O=C(NCc1ccco1)c1ccc(N2CCOCC2)c([N+](=O)[O-])c1	-9	30	-3	-14	-1	0	12	-6
O=C(O)COc1ccccc1/C=N/NC(=O)CSc1nc2ccccc2n1Cc1ccc(Cl)cc1	-9	13	1	12	-11	-6	-22	-7
COc1ccc(OC)c(S(=O)(=O)NCCc2cn3ccsc3n2)c1	0	-5	-4	8	-6	-7	-4	-12
c1ccc(N2CCCCC2)c(Nc2nc3ccccc3n3cnnc23)c1	2	-177	-22	2	3	8	0	-3
COc1ccc(-c2cc(COc3ccccc3)on2)cc1	3	-1	-1	10	-3	8	30	4
Cc1cccc(N(CC(=O)N2CCCCCC2)S(C)(=O)=O)c1	-1	22	1	0	-6	14	-4	-2
Cc1ccc(CSc2ncnc3c2cnn3Cc2ccccc2)cc1	6	15	2	6	0	-5	2	0
Cc1cc(OCC(=O)NC(Cc2c[nH]c3ccc(O)cc23)C(=O)O)c2c(C)c(C)c(=O)oc2c1 (configuration not stated)	0	-1	-4	3	-3	16	1	0
CC1CCC(N(CCCN)Cc2ccco2)CC1C (configuration not stated)	15	33	1	-12	4	0	0	-6
COc1ccc(CC(=O)Nc2cccc(C(=O)Nc3ccccc3C(=O)O)c2)cc1OC	-6	9	1	4	-12	-4	-5	-9
CCOC(=O)c1nc(C)nc(Sc2n[nH]c(-c3ccc(C(C)(C)C)cc3)n2)c1C	?	12	-1	19	-8	10	-13	4
COc1cc2ccc(=O)oc2cc1OCC(O)C(C)(C)O (configuration not stated)	16	-226	-15	9	-1	4	6	5
COc1ccc(N2Cc3ccccc3C2)cc1Cl	-21	-13	6	1	32	-1	36	0
COc1cc(C=O)c(-c2c(C=O)cc(OC)c3c2OCO3)c2c1OCO2	-6	12	1	6	-4	9	-5	-4
C#Cc1cccc(C(=O)NC2CCCN(C3Cc4ccccc4C3)C2)c1 (configuration not stated)	2	9	-3	7	0	-6	4	-1
C=C(C)c1sc(-c2ccc(Cl)cc2)nc1C	6	-255	3	9	50	39	70*	-20
COc1cccc(/C=N/NC(=O)CNC(=O)c2ccc3c(c2)OCCO3)c1O	5	-263	-13	-5	-4	-1	-1	2
CC1CCC2(CC1)NC(=O)N(CC(=O)c1ccc(Cl)s1)C2=O (configuration not stated)	3	-1	0	0	-3	-3	-2	-10
O=C1C2C3C=CC(C3)C2C(=O)N1c1ccc(N2CCN(c3ccccn3)CC2)c([N+](=O)[O-])c1 (configuration not stated)	-4	13	2	-6	1	-1	16	-1
COc1nn(-c2nc(-c3ccccc3)cc(C(F)(F)F)n2)cc1[N+](=O)[O-]	6	-2	1	-3	-3	7	-11	-7
COc1ccccc1NC(=O)c1ccc(Cl)c(S(=O)(=O)N2CCCCC2)c1	-2	4	-1	19	5	7	7	1
Cc1sc(NC(=O)C2C3CCC(C3)C2C(=O)O)c(C(N)=O)c1-c1ccc(C(C)(C)C)cc1 (configuration not stated)	-6	-2	-3	3	13	6	10	-1
Cc1ccc(NC(=O)Cn2cccc2)c(C)c1	1	16	-1	2	-5	-1	0	-3
O=C1c2ccsc2SCCN1Cc1c(Cl)cccc1Cl	0	19	2	-1	3	5	-20	-7
CCc1ccc(S(=O)(=O)N2c3ccc(C)cc3C3CN(C)CCC32)cc1 (configuration not stated)	18	17	3	7	6	-3	-9	-10
CC1CC(C)CN(CCCNS(=O)(=O)c2ccc3c(c2)CCN3C(=O)C2CC2)C1 (configuration not stated)	7	16	-1	-2	-2	5	-3	-7
COc1ccc(C(=O)C2CCCN(C(=O)c3ccc(C(C)=O)s3)C2)c(C)c1 (configuration not stated)	4	-1	2	5	1	-5	6	3
CCOC(=O)c1ccc2cccc(C)n2c1=O	6	-36	-19	-15	1	-2	5	-1
O=S(=O)(c1ccc2ccccc2c1)N(CC(O)CN1CCOCC1)c1ccccc1 (configuration not stated)	3	11	4	17	0	-1	-14	6
CNC(=O)NCC12CC3CC(CC(C3)C1)C2	4	12	2	-293	-7	6	11	-4
COc1ccc(OC)c(CCNC(=O)c2ccccc2NC(=O)C2=C(C)OCCS2)c1	19	-1	3	12	-6	3	12	-2
COC/C=C/C1=CC2=CC(=O)C(C)(OC(=O)c3cnc4ccccc4n3)C(=O)C2=CN1c1ccc(CO)cc1 (configuration not stated)	-24	/	/	0	-3	12	-55	80
C#CCn1c(=NC(=O)c2ccc(S(=O)(=O)N3CCCc4ccccc43)cc2)sc2cc(S(N)(=O)=O)ccc21	-17	-134	-6	-3	1	3	-14	-5
COc1ccc(NS(=O)(=O)c2cnc[nH]2)cc1	-5	14	1	7	-3	-2	-10	-5
C=CCc1ccc(OCCOCCOc2ccc(C)cc2[N+](=O)[O-])c(OC)c1	9	9	0	21	6	-6	-1	9
O=C(O)c1nccnc1C(=O)Nc1ccc(Cl)cn1	0	11	1	7	11	2	97*	1
O=C(Nc1ccc(-c2csc(Nc3ccccc3)n2)cc1)c1cccc(C(F)(F)F)c1	-7	-4	2	11	-10	-14	-5	-15
O=C1CC(c2ccco2)CC(O)=C1C=Nc1ccccc1-c1ccccc1 (configuration not stated)	7	-203	2	10	0	-3	-8	-8
O=S1(=O)CCC(N=Nc2c(O)n(Cc3ccccc3)c3ccccc23)C1 (configuration not stated)	8	16	-3	7	4	-8	0	1
COc1cc2c(cc1NC(=O)c1cccc([N+](=O)[O-])c1)oc1ccccc12	-26	22	3	13	-3	-7	-10	-9
COCCN1CC(C(=O)NCc2ccccc2-n2ccnc2C)CCC1=O (configuration not stated)	2	12	1	3	-4	0	1	-4
CC(C)C(=O)c1cc2c(cc1NC(=O)c1cccs1)OCCO2	9	-224	-1	6	-1	-3	5	-1
CCN(CC)C(=O)Oc1nnc(SC(C)C)n1-c1ccc(Cl)c(Cl)c1	-7	22	1	10	0	3	-14	-5
O=C1C2C3C=CC(CC3)C2C(=O)N1c1ccccc1F (configuration not stated)	-1	16	-1	-1	0	-4	11	-8
COc1ccc(OC)c(Nc2ncnc3sc(-c4ccccc4)cc23)c1	38	-388	-6	6	-4	6	14	-6
CC1CC(C)CN(C(=O)COC(=O)/C=C/c2ccco2)C1 (configuration not stated)	7	11	-1	-9	6	-7	-8	-2
O=C(NCc1ccccc1C(F)(F)F)C1CCC(=O)N(C2CC2)C1 (configuration not stated)	-7	0	1	-2	9	0	3	-1
CCOC(=O)Cc1ccc(NCc2ccc(Cl)cc2)cc1	14	15	-3	-10	-3	-6	-33	-15
CC1CCN(c2cc(N)c(Cl)cc2[N+](=O)[O-])CC1	-19	40	2	3	-2	2	0	5
O=C(O)CN1C(=O)C2C3CC(C2C1=O)C1C(c2ccc(Cl)cc2)c2sc(=O)[nH]c2SC31 (configuration not stated)	-10	0	-84	3	-1	6	8	0
COC(=O)[C@@H]1C[C@@]2(Br)c3ccccc3N(S(=O)(=O)c3ccccc3)[C@H]2N1C(=O)OC	5	12	2	-1	-3	-5	11	0
O=C(c1cc2sccc2n1Cc1ccc(F)cc1)N1CCCc2ccccc21	2	33	-1	10	-1	7	3	-5
CCCCCCNC(=O)N[C@@H](C(=O)NCCC[C@H]1CN2C(=NC[C@@H]2Cc2ccccc2)N1CCc1cccc(OC)c1)C(C)C	57*	/	/	54*	5	3	-1	54*
COc1cc(OC)cc(-c2cc3nc(C)cc(N4CCN(C(=O)c5ccco5)CC4)n3n2)c1	29	/	/	15	1	1	-1	-3
Cc1ccc(N2C(=O)c3ccccc3NC2c2ccccc2O)cc1 (configuration not stated)	19	-257	-1	16	-5	-5	-8	-8
COc1ccc(S(=O)(=O)N2CCOCC2)cc1NC(=O)c1sccc1C	-3	16	-4	-2	2	-1	4	-11
Cc1ccc(S(=O)(=O)NC(=O)NCc2ccccn2)cc1	-4	12	1	-8	8	4	-25	-9
O=C1C=C(c2cc3ccccc3s2)C[C@@H](c2ccc(Cl)cc2)C1	0	2	0	19	10	0	4	-5
